Assay outcomes: PubChem, National Center for Advancing Translational Sciences (NCATS)
JMJD2A Tudor inh – blocks the human JMJD2A Tudor domain. O75164. AlphaScreen JMJD2A-Tudor / H3K4me3 peptide binding. Potency, µM (highest dose often 114 µM), for inactives: at the highest dose activity change, negative = inhibition, most hits filed as inhibitors. actives 4.4% (n = 390,000). AID 504339; note: % is set by controls: 0 for no effect and ±100 for the full control effect; nearly all actives have a fitted effect of over 50% in size
Pol eta inh – DNA polymerase eta (human) inhibition; Q9Y253; recombinant Pol eta, fluorescent DNA replication assay; Potency, µM (titrated, usually from 114 µM), without a hit: at the top dose activity change, negative = inhibition, actives largely listed as inhibitors; actives 1.2% (n = 390,000); AID 588591; note: % is set by controls: 0 for no effect and ±100 for the full control effect
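Pol eta (10 nM) was preincubated with compounds for 15 min at room temperature, after which fluorescent replication substrate (50 nM final) was added to start the reaction. Fluorescence was read kinetically at 0 and 10 min.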
BLM inh – Bloom syndrome helicase (human) inhibition. AID 2528. P54132. actives 0.2% (n = 350,000). Potency, µM (top dose mostly 56.1 µM), for the others: top-dose activity change, negative = inhibition, most hits filed as inhibitors. recombinant BLM DNA unwinding, fluorescence dequenching;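 note: plate controls were vehicle for no effect and no enzyme for full effect; nearly all actives have a fitted effect of over 35% in size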
Pol kappa inh – DNA polymerase kappa (human) inhibition; Q9UBT6; purified Pol kappa, fluorescent DNA synthesis assay, 10 min; Potency, µM (highest dose often 107 µM), without a hit: top-dose activity, negative = inhibition, hits mostly inhibitors; actives 0.53% (n = 400,000); note: % is set by controls: 0 for no effect and ±100 for the full control effect
Target sequence (Q9UBT6 whole entry, looked up): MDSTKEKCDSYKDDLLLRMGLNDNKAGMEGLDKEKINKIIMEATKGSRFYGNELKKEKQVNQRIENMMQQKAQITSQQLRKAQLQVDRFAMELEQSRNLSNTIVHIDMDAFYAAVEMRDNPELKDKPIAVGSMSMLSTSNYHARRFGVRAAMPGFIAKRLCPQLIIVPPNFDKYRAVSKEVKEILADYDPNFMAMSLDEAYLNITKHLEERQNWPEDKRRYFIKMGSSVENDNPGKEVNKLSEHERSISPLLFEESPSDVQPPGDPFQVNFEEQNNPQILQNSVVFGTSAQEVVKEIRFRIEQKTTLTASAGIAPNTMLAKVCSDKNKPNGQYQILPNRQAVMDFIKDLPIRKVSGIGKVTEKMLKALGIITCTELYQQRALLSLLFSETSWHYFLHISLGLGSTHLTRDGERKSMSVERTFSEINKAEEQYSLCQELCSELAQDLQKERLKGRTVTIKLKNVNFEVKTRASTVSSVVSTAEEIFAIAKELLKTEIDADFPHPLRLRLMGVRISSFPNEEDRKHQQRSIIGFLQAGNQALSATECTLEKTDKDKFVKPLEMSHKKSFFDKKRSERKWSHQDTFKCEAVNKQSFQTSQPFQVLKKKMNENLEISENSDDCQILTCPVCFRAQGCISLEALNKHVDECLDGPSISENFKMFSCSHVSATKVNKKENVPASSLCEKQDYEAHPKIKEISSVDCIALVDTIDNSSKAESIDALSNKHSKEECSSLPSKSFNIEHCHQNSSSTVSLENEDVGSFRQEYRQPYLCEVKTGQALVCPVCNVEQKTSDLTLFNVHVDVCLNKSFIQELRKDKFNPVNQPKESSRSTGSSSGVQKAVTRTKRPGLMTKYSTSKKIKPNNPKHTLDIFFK
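Activity was followed as the change in fluorescence between reads at 0 and 10 min after starting the reaction with 50 nM substrate. Beforehand, 10 nM polymerase had been preincubated with compound for 15 min at room temperature.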
Pol iota inh – blocks human DNA polymerase iota activity; actives 1% (n = 390,000); Q9UNA4; Potency, µM (series often up to 115 µM), for the others: at the highest dose activity, negative = inhibition, usual class: inhibitors; Pol iota fluorescent replication assay, 10 min
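Pol iota at 10 nM preincubated 15 min with compounds at room temperature; reaction started with fluorescent substrate, 50 nM final. Fluorescence read kinetically at 0 and 10 min; buffer-only wells as negative control.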
APEX1 inh – APE1 (human) endonuclease inhibition. Potency, µM (doses to about 65.8 µM), for the others: at the top dose activity change, negative = inhibition, usual class: inhibitors. P27695. recombinant APE1, TAMRA/BHQ-2 abasic DNA cleavage fluorescence. actives 0.35% (n = 350,000);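 note: plate controls were vehicle for no effect and reference inhibitor for full effect; nearly all actives have a fitted effect of over 55% in size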
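Substrate: short duplex with […] THF abasic site, 5'-TAMRA and 3'-BHQ-2, 50 nM final. APE1 at 0.75 nM, preincubated 15 min RT with compound. Fluorescence increase from first to third read measured activity.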
POLB inh – DNA polymerase beta (human) inhibition | actives 1.3% (n = 340,000) | Potency, µM (highest dose often 114 µM), for the others: at the highest dose activity change, negative = inhibition, actives largely listed as inhibitors | Pol beta primer extension/strand displacement, fluorescence kinetic | P06746; note: % is set by controls: 0 for no effect and ±100 for the full control effect
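Pol beta (10 nM) and compounds were preincubated 15 min at room temperature, then 50 nM substrate (final) started primer extension/strand displacement. Reads were taken at 0 and 10 min; concentration-response data were fitted to a four-parameter Hill equation.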
G9a block – inhibitors of human histone lysine methyltransferase G9a. G9a H3K9 monomethylation, AlphaScreen, 2 h. AID 504332. Potency, µM (titrated, usually from 102 µM), for the others: at the highest dose activity, negative = inhibition, hits mostly inhibitors. Q96KQ7. actives 8.8% (n = 350,000); note: % is set by controls: 0 for no effect and ±100 for the full control effect; nearly all actives have a fitted effect of over 75% in size
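Signal arises when biotinylated H3K9 peptide, once monomethylated, bridges streptavidin donor and antibody-captured acceptor beads. Enzyme at 20 nM was preincubated 15 min with test compounds; peptide 500 nM and SAM 20 uM then reacted for 2 h.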
BAZ2B block – blocks human BAZ2B. actives 4.4% (n = 360,000). Potency, µM (highest dose often 114 µM), inactives show at the highest dose activity change, negative = inhibition, most hits filed as inhibitors. AID 504333. AlphaScreen BAZ2B-H3K14Ac peptide displacement; note: % is set by controls: 0 for no effect and ±100 for the full control effect; nearly all actives have a fitted effect of over 60% in size
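Multi-concentration screen (max 110 uM) measuring displacement of acetylated histone H3 peptide from BAZ2B by AlphaScreen, using 50 nM protein, 50 nM peptide and 10 ug/mL streptavidin donor plus Ni-chelate acceptor beads.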
The depositor's hits bear a star; ? = inconclusive; · = not tested or not shown; [ ] = remark or other dose. Calls come from the whole dose curve; as a rule, active = well fitted curve in the direction sought with a large enough effect; inconclusive = small, poorly fitted or top-dose-only effect, or another doubt; inactive = no such curve, though single readings can be large; an effect the other way counts as inactive or inconclusive. Potency is the fitted concentration of half-maximal effect.

Results follow in this order: JMJD2A Tudor inh	Pol eta inh	BLM inh	Pol kappa inh	Pol iota inh	APEX1 inh	POLB inh	G9a block	BAZ2B block
- COc1ccc(Cc2nc3ccc(C(=O)N4CCC(N(C)C)C4)cc3o2)cc1 (stereo unspecified)
→ -25%	-16%	0%	-5%	19%	3%	12%	5%	-5%
- Cc1cc(C)c(C#N)c(SCCN2CCCCC2)n1
→ -1%	-17%	-1%	4%	14%	11%	3%	?	0%
- COc1cccc(-c2nc(CS(=O)CC(=O)NCCc3ccccc3)c(C)o2)c1 (stereo unspecified)
→ -24%	-4%	1%	-14%	-9%	22%	-19%	-50%	-6%
- CCCCCCCCCCCCN1[C@@H](CC(C)=O)c2cc(F)cc(F)c2S1(=O)=O
→ 33%	-15%	·	-7%	17%	·	·	·	·
- COc1ccc(C(=O)NCCOC(C)C)cc1OC1CCN(C(C)=O)CC1
→ -4%	-8%	0%	0%	-2%	31%	-25%	66%[activator]	-20%
- CCSc1nnc(Cn2c(=O)sc3ccccc32)n1-c1ccc(OC)cc1
→ -25%	-7%	0%	-21%	20%	0%	23%	11%[59 µM]	-1%
- COCCc1nnc(NC(=O)Cc2ccccc2)s1
→ -5%	-14%	-1%	-13%	6%	0%	24%	-2%	3%
- Cc1oc(-c2ccc3c(c2)OCCO3)cc1C(=O)NCC(=O)O
→ ?	-10%	-13%	-28%	?	23%	1%	·	7%
- CN(C)N1C(N)=C(C#N)C(c2ccc3c(c2)OCO3)C2=C1CCCC2=O (stereo unspecified)
→ -11%	-2%	-6%	-2%	11%	31%	2%	9%	2%
- CN(C)c1ccc(C(=O)NCc2ccc3c(c2)CCO3)cc1
→ -26%	-4%	-5%	0%	-15%	0%	10%	-2%[59 µM]	-21%
- O=C(NC1CCCCC1)c1ccc2c(c1)N(Cc1ccccc1F)C(=O)c1ccccc1S2
→ -17%	-23%	-5%	-8%[60.1 µM]	-5%	·	2%	5%[59 µM]	-2%
- O=C(CN1C(=O)NC2(CCCC2)C1=O)N1CCN(S(=O)(=O)c2ccccc2F)CC1
→ 4%	-21%	-3%	-12%	8%	-1%	2%	15%[12.7 µM]	-5%
- COc1ccc(N(CC(=O)NC(C)c2ccccc2)S(=O)(=O)c2c(C)nn(C)c2C)cc1 (stereo unspecified)
→ -6%	-11%	1%	0%	2%	·	-13%	19%[59 µM]	·
- CCN(C(=O)c1cc2cc(Br)cc(OC)c2oc1=O)c1ccccc1
→ -17%	-2%	-4%	-1%	7%	·	0%	-3%[59 µM]	-14%
- O=C(CSc1nnc(-c2cccnc2)n1Cc1ccccc1)NCc1ccccc1
→ -11%	-10%	-1%	-2%	9%	-9%	-2%	13%[59 µM]	1%
- CNC(=O)COC(=O)c1ccccc1Oc1ccccc1
→ ?	-2%	1%	-13%	1%	-4%	25%	10%[12.7 µM]	4%
- NC(=O)CC(NC(=O)Cc1ccc(Cl)cc1)c1ccc(NCc2ccccc2)c([N+](=O)[O-])c1 (stereo unspecified)
→ -13%	-7%	-3%	22%	3%	-6%	20%	-7%[12.7 µM]	-14%
- Cc1cnc(NC(=O)Cc2ccc(Br)cc2)s1
→ -10%	-3%	4%	0%	40%[activator]	-2%	33%	28%	-4%
- OB(O)c1csc2ccccc12
→ 3%	·	3%	-2%	-15%	-4%	·	·	·
- COc1ccc(OC)c(/C=N/NC(=O)c2nnn(-c3nonc3N)c2-c2cccs2)c1
→ -16%	3%	-2%	-5%	-22%	8%	7%	33%	-5%[57.1 µM]
- O=C(CN1C(=O)NC(CCc2ccccc2)C1=O)Nc1ccc(F)c(F)c1F (stereo unspecified)
→ -4%	-6%	·	-6%	-22%	3%	·	·	·
- O=C(O)CS(=O)CC(=O)NCc1cccc(C(F)(F)F)c1 (stereo unspecified)
→ -3%	-1%	0%	0%	33%[activator]	6%	11%	·	-2%
- O=C(CSc1c2c(nc3ccccc13)CCCC2)NCc1ccco1
→ -4%	19%	-1%	-1%[60.1 µM]	12%	8%	5%	?	-14%
- CCC1C(=O)c2ccccc2N(C)C1=O (stereo unspecified)
→ -7%	-24%	-1%	1%	22%	-4%	14%	12%[59 µM]	2%
- CCCC(=O)NC(c1ccc(OC)cc1)c1c(O)ccc2ccccc12 (stereo unspecified)
→ -36%	-16%	-11%	-8%	-9%	-16%	10%	-31%[2.33 µM]	-11%
- O=C(Nc1ccccc1C(=O)O)c1ccc(NC(=O)C2CCCO2)cc1 (stereo unspecified)
→ -4%	-2%	-1%	-5%	-10%	11%	5%	11%	-15%
- Nc1ccc(S(=O)(=O)N2CCCC2)cc1Cl
→ -22%	-16%	-5%	2%	22%	-4%	1%	2%	-18%
- CCC(C)NC(=O)CC(NS(=O)(=O)c1ccc(Cl)cc1)c1ccco1 (stereo unspecified)
→ -15%	-18%	2%	-2%	-8%	1%	-20%	1%[12.7 µM]	-2%
- COc1cc2c(cc1NC(=O)CCCN1C(=O)CCC1=O)oc1ccccc12
→ -14%[11.4 µM]	-7%	-2%	-15%	7%	-1%	-29%	3%[12.7 µM]	-3%
- CC(=O)NC1(C(F)(F)F)NC(=O)N(c2ccc(F)cc2)C1=O (stereo unspecified)
→ -18%	-15%	-2%	-11%	60%[activator]	-1%	1%	2%	2%

(continued)
Results follow in this order: JMJD2A Tudor inh	Pol eta inh	BLM inh	Pol kappa inh	Pol iota inh	APEX1 inh	POLB inh	G9a block	BAZ2B block
- O=C1N/C(=C/c2cccn2-c2ccc(F)cc2)C(=O)N1Cc1ccccc1F
→ -10%	2%	-2%	-30%	137%[activator]	-2%	1%	?	-6%
- O=C(c1ccc(S(=O)(=O)N2CCCCCC2)cc1)N1CCN(Cc2ccccc2)CC1
→ 2%	-19%	·	6%	-9%	21%	·	-44%[2.33 µM]	-27%
- COc1cccc(C(=O)COc2ccccc2-c2ccccc2)c1
→ 127%[activator]	-24%	-9%	-10%	117%[activator]	-5%	1%	203%[activator][59 µM]	94%[activator]
- COc1ccc(/C=C2\SC(=O)N(CCCC(=O)Nc3ccc(C(=O)O)cc3)C2=O)cc1OC
→ -4%	-21%	-8%	-3%	-4%	1%	1%	9%	-2%
- O=c1c2[nH]c3ccc(F)cc3c2ncn1Cc1ccncc1
→ -18%	-5%	0%	-8%	24%	4%	-20%	2%	0%
- CC1(C)Cc2c(c(N3CCOCC3)nc3sc(C(N)=O)c(N)c23)CO1
→ -10%	-17%	3%	-10%	150%[activator]	-10%	10%	4%[12.7 µM]	-32%
- Cc1ccc(Oc2cc(NC(=O)CCCn3nc([N+](=O)[O-])c(Cl)c3C)cc([N+](=O)[O-])c2)cc1
→ -34%	-6%	-8%	-3%	95%[activator]	-4%	0%	-7%	-4%
- CC1(C)S[C@@H]2[C@H](NC(=O)[C@H](C(=O)O)c3ccsc3)C(=O)N2[C@H]1C(=O)O
→ ·	·	-2%	-7%[12 µM]	·	5%	2%	-8%	-2%
- COc1ccccc1Cn1c(C)nnc1-c1cnn(C)c1N
→ ?	0%	-2%	-17%	152%[activator]	-4%	1%	-2%	-15%
- CCOc1ccc(N(C(=O)c2snc(C(N)=O)c2N)C(CC)C(=O)NC2CCCC2)cc1 (stereo unspecified)
→ -11%	-8%	-2%	8%	13%	17%[12.4 µM]	-17%	19%[59 µM]	4%
- CC(C)[C@@H]1COC(c2cccc(C3=N[C@H](C(C)C)CO3)n2)=N1
→ -7%	-23%	2%	7%	40%[activator]	-2%	1%	·	-3%
- O=C(N/N=C/c1cccc(O)c1)c1ccc(NC(=O)c2cccc([N+](=O)[O-])c2)cc1
→ -9%	-5%	0%	-19%	3%	-12%	-5%	-33%	-1%
- COc1ccc(OCc2cc(C(=O)N3CCSCC3)no2)c(Cl)c1
→ 6%	-15%	1%	-5%	0%	33%	-2%	50%	15%
- CCCN1CCN(C(=O)C(C)n2nc(C)c3sc4ccccc4c3c2=O)CC1 (stereo unspecified)
→ -11%	-20%	-9%	9%	16%	15%	3%	12%	-13%[57.1 µM]

Copied from the list.
Entry for `NC(=O)CC(NC(=O)Cc1ccc(Cl)cc1)c1ccc(NCc2ccccc2)c([N+](=O)[O-])c1` (stereo unspecified) under Pol iota inh: 3%
Entry for `Cc1oc(-c2ccc3c(c2)OCCO3)cc1C(=O)NCC(=O)O` under APEX1 inh: 23%
Entry for `CCCC(=O)NC(c1ccc(OC)cc1)c1c(O)ccc2ccccc12` (stereo unspecified) under BLM inh: -11%
Entry for `O=c1c2[nH]c3ccc(F)cc3c2ncn1Cc1ccncc1` under BLM inh: 0%
Entry for `Cc1cc(C)c(C#N)c(SCCN2CCCCC2)n1` under Pol eta inh: -17%
Entry for `CNC(=O)COC(=O)c1ccccc1Oc1ccccc1` under POLB inh: 25%
Entry for `COc1ccccc1Cn1c(C)nnc1-c1cnn(C)c1N` under BAZ2B block: -15%

Three of the entries above in order of their number in POLB inh, low to high.
Results follow in this order: JMJD2A Tudor inh	Pol eta inh	BLM inh	Pol kappa inh	Pol iota inh	APEX1 inh	POLB inh	G9a block	BAZ2B block
- O=c1c2[nH]c3ccc(F)cc3c2ncn1Cc1ccncc1
→ -18%	-5%	0%	-8%	24%	4%	-20%	2%	0%
- O=C(N/N=C/c1cccc(O)c1)c1ccc(NC(=O)c2cccc([N+](=O)[O-])c2)cc1
→ -9%	-5%	0%	-19%	3%	-12%	-5%	-33%	-1%
- O=C1N/C(=C/c2cccn2-c2ccc(F)cc2)C(=O)N1Cc1ccccc1F
→ -10%	2%	-2%	-30%	137%[activator]	-2%	1%	?	-6%

Some of the compounds tested; count on the stated rates, not on these rows.
